EBV gp42 inh – blocks Epstein-Barr virus glycoprotein 42 binding. Fluorescence polarization binding assay, mP read-out. actives 0.42% (n = 220,000). inhibition, % (tested at 21.74 µM); in the data active = inhibition above about 50%
Target sequence (Q1HVG2 whole entry, looked up): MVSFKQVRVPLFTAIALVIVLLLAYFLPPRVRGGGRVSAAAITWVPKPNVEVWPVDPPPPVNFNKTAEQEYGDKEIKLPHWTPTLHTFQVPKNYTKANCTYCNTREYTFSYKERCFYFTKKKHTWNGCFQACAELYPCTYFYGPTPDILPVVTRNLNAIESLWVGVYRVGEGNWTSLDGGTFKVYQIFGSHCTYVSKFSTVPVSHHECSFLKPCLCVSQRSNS
zfTRPN1 agonist – agonists of zebrafish TRPN1 channel. HEK293 zebrafish TRPN1-YFP, Fluo-8 calcium fluorescence; 100% = response to 87 µM carbachol. activation, % at 3 µM. actives 0.18% (n = 220,000);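 active = activation above its plate's cutoff, the mean activation of test wells on that plate plus 3 SD, cut at about 19% in these data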;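 note: 0% = DMSO alone and 100% = 87 µM carbachol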
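Material: zebrafish TRPN1-YFP in HEK293 cells. Doses: one dose of 3 µM, 0.3% DMSO. Incubation: dye 1 h 37 °C plus 30 min RT. Measured by: intracellular calcium fluorescence with Fluo-8.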
TRPML3 agonist – activates the human TRPML3 channel. HEK293 TRPML3-YFP, Fluo-8 calcium fluorescence; 100% = the carbachol control signal. Q8TDD5. activation, % at 3 µM. actives 0.29% (n = 220,000);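 active = activation above its plate's cutoff, the mean activation of the plate's test wells plus 3 SD, cut at about 12% in these data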;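 note: 0% = DMSO only wells and 100% = carbachol wells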
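Material: HEK293 cells stably carrying human TRPML3-YFP; compound dosing: single dose, 3 µM final nominal compound, 0.3% DMSO final; incubation: 1-h 37 °C dye load, 5-s basal, 120-s post-compound reads; technique: Fluo-8 intracellular calcium fluorescence, excitation 470-495 nm, emission 515-575 nm; read-out basis: percent activation from peak-to-basal fluorescence ratio, scaled between DMSO and carbachol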
Tb hexokinase – blocks Trypanosoma brucei hexokinase 1 activity; AID 1430; inhibition, % at 10 µM; recombinant TbHK1, G6PDH-coupled NADH A340; actives 0.11% (n = 220,000);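 active = inhibition of 50% or more in the single-dose primary screen; inactive = inhibition below 50%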
Cl transport mod – modulators of human KCC2 chloride dependent transport. Q9H2X9. KCC2 cells, thallium flux FluoZin-2 fluorescence. B-score of Tl+ flux slope (higher = more flux/activation; lower = inhibition) at 10 µM. actives 2.2% (n = 190,000). AID 1456;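 active = thallium flux slope and its plate-corrected score both differing from the plate sample mean at a set confidence after two filtering rounds, in either direction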;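 note: slope of fluorescence scaled to starting intensity during 10 to 20 s after thallium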
Furin inhibitor – inhibitors of human furin. P09958. purified furin, fluorogenic substrate cleavage. inhibition, % at 30 µM. actives 0.061% (n = 220,000); in the data active = inhibition above about 25%; note: inactives centre near -15
Target sequence (P09958 108-714 limits assumed): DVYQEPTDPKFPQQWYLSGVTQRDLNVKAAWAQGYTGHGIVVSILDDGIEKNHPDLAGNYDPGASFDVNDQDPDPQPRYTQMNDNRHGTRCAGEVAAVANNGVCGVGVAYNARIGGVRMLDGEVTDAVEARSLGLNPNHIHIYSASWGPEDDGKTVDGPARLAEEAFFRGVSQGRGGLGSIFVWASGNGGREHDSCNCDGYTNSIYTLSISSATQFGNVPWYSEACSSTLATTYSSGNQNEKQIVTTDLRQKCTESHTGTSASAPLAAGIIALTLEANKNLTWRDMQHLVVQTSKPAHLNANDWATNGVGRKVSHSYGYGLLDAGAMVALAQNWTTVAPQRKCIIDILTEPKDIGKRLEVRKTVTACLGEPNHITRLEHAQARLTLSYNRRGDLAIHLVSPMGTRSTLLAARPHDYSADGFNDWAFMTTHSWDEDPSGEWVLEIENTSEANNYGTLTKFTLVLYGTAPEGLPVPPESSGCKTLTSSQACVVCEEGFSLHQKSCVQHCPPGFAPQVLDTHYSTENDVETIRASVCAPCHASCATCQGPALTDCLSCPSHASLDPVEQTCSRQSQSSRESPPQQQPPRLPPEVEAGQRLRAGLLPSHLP
thrombin 1536 – blocks human thrombin protease activity. alpha-thrombin, Boc-VPR-AMC fluorogenic substrate cleavage. actives 0.26% (n = 220,000). P00734. inhibition, % at 5 µM;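 active = inhibition at or above 40%; inactive = inhibition below 40%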;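 note: 0% = enzyme with no compound and 100% = wells without enzyme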
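System: human alpha-thrombin protein; Compound dosing: one concentration per compound, 5 µM, with 0.2% DMSO; Timing: reaction at room temperature; Technique: AMC fluorescence, 355/460 nm; Controls: enzyme without compound as high, wells lacking enzyme as low.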
m-calpain inh – blocks pig calpain II enzyme activity | purified calpain II, fluorogenic peptide substrate, 30 min | inhibition, % at 16 µM | actives 0.37% (n = 220,000);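 active = inhibition above about 50%, limit read from the data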
PPC-1+TRAIL kill – kills PPC-1 cancer cells in the presence of TRAIL; PPC-1 cells + TRAIL, ATPLite viability luminescence; cell killing (% activity), % at 4 µM; actives 0.41% (n = 220,000); AID 1443;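 active = cell killing above 50% in the first pass at 4 µM, then a duplicate retest at 5 µM averaging 50% or more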;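 note: plate controls were cells with TRAIL plus DMSO for no effect and medium-only wells lacking cells for full effect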
The depositor's hits bear a star; . = not tested or not shown; [ ] = dose if it differs, or a comment.

SMILES | EBV gp42 inh | zfTRPN1 agonist | TRPML3 agonist | Tb hexokinase | Cl transport mod | Furin inhibitor | thrombin 1536 | m-calpain inh | PPC-1+TRAIL kill
CCCCOc1ccc(NC(=O)CCSc2nccn2C)cc1 | -12.5 | -2.1 | -0.1 | -1.6 | -0.157 | -9.4 | -0.5 | 20.6 | -7.4
COc1cccc(C(=O)NC2CC3CCCC(C2)N3CC(=O)Nc2ccc(N(C)C)cc2)c1 (stereo not drawn) | -8.8 | -1.4 | -0.8 | 0.4 | 0.245 | -14.2[20 µM] | -2.4 | -11.4 | 1.1
CC(C)(C)n1ncc2c(=O)n(CC(=O)N3CCCc4ccccc43)cnc21 | -7.5 | 0.5 | 1.1 | 7.4 | -0.8 | -15.8 | 5.9 | 12.5 | 2.8
CC(C)c1ccc(NS(=O)(=O)c2ccc(Cl)nc2)cc1 | -2.7 | 1.1 | -0.5 | -3.6 | -0.000496 | -20.9 | -14.3 | -9.1 | 3.9
CCOC(=O)CNS(=O)(=O)c1cc(-c2nnc(Nc3ccc4c(c3)OCO4)c3ccccc23)ccc1C | 11.8 | 0.9 | 0.0 | -8.2 | -3.24 | -27.7 | -4.7 | -85.9 | -0.6
Clc1ccc2nc(CSc3nncn3-c3ccccc3)cn2c1 | -10.9 | -0.8 | -0.9 | -0.8 | -1.67 | -14.9[20 µM] | -9.8 | -29.4 | -5.0
Cc1nc(CN2CCCCC2)cc(=O)[nH]1 | -5.7 | 0.2 | 0.3 | 3.6 | 0.43 | -18.0 | -4.6 | 16.5 | 13.6
CNC(=O)COC(=O)c1cc(-c2ccc(OC)cc2)nc2ccccc12 | -12.7 | -1.3 | 0.2 | -3.6 | 0.278 | -18.6 | -6.8 | -133.0 | 27.3[5 µM]
CC(=O)Nc1cccc(/C(C)=N/Nc2nc3ccccc3s2)c1 | 7.2 | 1.6 | 1.2 | -11.6 | 0.418 | -20.3 | -7.7 | -60.2 | 17.1
COc1ccccc1/C=C/C=N/NC(=O)Cc1cccn1C | 6.1 | -1.2 | 0.1 | -48.4 | -1.14 | 4.0 | -2.6 | -23.7 | -7.1

Some of the entries so far, with two lines to a compound:
Under each structure: EBV gp42 inh	zfTRPN1 agonist	TRPML3 agonist	Tb hexokinase	Cl transport mod	Furin inhibitor	thrombin 1536	m-calpain inh	PPC-1+TRAIL kill
CCCCOc1ccc(NC(=O)CCSc2nccn2C)cc1
 : -12.5	-2.1	-0.1	-1.6	-0.157	-9.4	-0.5	20.6	-7.4
COc1cccc(C(=O)NC2CC3CCCC(C2)N3CC(=O)Nc2ccc(N(C)C)cc2)c1 (stereo not drawn)
 : -8.8	-1.4	-0.8	0.4	0.245	-14.2[20 µM]	-2.4	-11.4	1.1
Clc1ccc2nc(CSc3nncn3-c3ccccc3)cn2c1
 : -10.9	-0.8	-0.9	-0.8	-1.67	-14.9[20 µM]	-9.8	-29.4	-5.0

The listing picks up with the four entries that preceded the break.
SMILES | EBV gp42 inh | zfTRPN1 agonist | TRPML3 agonist | Tb hexokinase | Cl transport mod | Furin inhibitor | thrombin 1536 | m-calpain inh | PPC-1+TRAIL kill
Cc1nc(CN2CCCCC2)cc(=O)[nH]1 | -5.7 | 0.2 | 0.3 | 3.6 | 0.43 | -18.0 | -4.6 | 16.5 | 13.6
CNC(=O)COC(=O)c1cc(-c2ccc(OC)cc2)nc2ccccc12 | -12.7 | -1.3 | 0.2 | -3.6 | 0.278 | -18.6 | -6.8 | -133.0 | 27.3[5 µM]
CC(=O)Nc1cccc(/C(C)=N/Nc2nc3ccccc3s2)c1 | 7.2 | 1.6 | 1.2 | -11.6 | 0.418 | -20.3 | -7.7 | -60.2 | 17.1
COc1ccccc1/C=C/C=N/NC(=O)Cc1cccn1C | 6.1 | -1.2 | 0.1 | -48.4 | -1.14 | 4.0 | -2.6 | -23.7 | -7.1
Oc1nc(Nc2ccccc2)sc1/C=C1\C=Nc2ccccc21 | -8.7 | -1.5 | -1.0 | -13.7 | . | -5.0 | -0.6 | -3.5 | -3.3
Cc1cc(NC(=O)CSc2nnc(N)s2)c([N+](=O)[O-])cc1C | -15.6 | -0.4 | -0.6 | -0.9 | 0.0175 | -11.6 | -6.5 | -26.2 | 15.4
CCOC(=O)N1CCC(NC(=O)Cn2cc3c(n2)CCCC3)CC1 | 2.9 | 0.7 | 0.1 | -1.6 | -0.0694 | -17.1 | -10.1 | 2.0 | 17.7
NC(=O)COc1ccc(C2c3c(oc4ccccc4c3=O)C(=O)N2CC2CCCO2)cc1 (stereo not drawn) | -18.4 | 0.1 | 0.4 | 3.6 | -0.0165 | -6.4 | 0.3 | -6.5 | 17.2
COc1ccc(C(=O)NC(=S)Nc2ccc3oc(=O)ccc3c2)cc1 | 6.4 | 1.4 | 0.5 | -13.8 | 0.838 | -24.0 | -4.8 | 8.0 | 24.6
COC(=O)C1=C(C)NC(=O)/C1=C\c1cc(C)n(-c2cccc(C)c2)c1C | 5.0 | -0.6 | 1.1 | -21.9 | . | -1.4[20 µM] | -1.3 | -38.4 | 10.9
COc1ccc(/C=C/C(=O)Nc2ccc(-c3nnc4n3CCCCC4)cc2)c(OC)c1 | -24.4 | -0.4 | -0.8 | -39.8 | -0.171 | 0.1 | -4.5 | -9.8 | 18.1
COc1cc([N+](=O)[O-])ccc1NC(=O)Cn1ccsc1=N | 0.7 | -0.1 | 1.5 | -27.8 | -0.29 | -29.9 | 3.9 | 1.5 | 13.5
COc1ccc(CC(NC(C)=O)C(=O)NC2CCN(c3c(Cc4ccccc4)c(C)nc4ncnn34)CC2)cc1OC (stereo not drawn) | -10.8 | 0.5 | 0.4 | -6.3 | -0.0862 | -16.3 | -4.7 | -3.2 | 14.6
O=C1CCCC(NCCCCCCNC2=C([N+](=O)[O-])C(=O)CCC2)=C1[N+](=O)[O-] | 5.6 | 1.2 | -0.6 | -28.3 | -0.886 | -12.5[20 µM] | -0.1 | 2.9 | 28.2
N#Cc1c(N2CCCCC2)nc(N)c2c(N)nc3c(c12)CC(c1ccccc1)O3 (stereo not drawn) | 2.2 | -0.8 | -0.7 | -5.2 | . | -1.8[20 µM] | -5.2 | -361.2 | 20.4
Cc1cc(NC(=O)CCCn2nc(C)c([N+](=O)[O-])c2C)no1 | -7.1 | -1.5 | 0.8 | -0.4 | -0.00241 | -18.0 | -20.0 | -8.8 | 14.4
CCOc1cc(/C=N/NC(N)=O)cc(Br)c1OCc1ccccc1F | 0.7 | 0.0 | 0.1 | 16.1 | 0.125 | -8.9 | 3.4 | -9.7 | 25.4
CCC(CC)C(=O)Nc1cccc(C(=O)Nc2ccc(S(N)(=O)=O)cc2)c1 | 7.5 | 1.5 | 0.9 | 1.5 | . | -22.0 | -1.0 | -0.5 | 29.1
CN1CCN(Cc2ccc(OCc3ccccc3)cc2)CC1 | -11.3 | 2.2 | 1.3 | -1.0 | -1.89 | -7.1 | -0.3 | -5.2 | 9.0
Cc1oc(-c2ccc(Cl)cc2)cc1C(=O)O | -21.6 | -0.6 | 0.4 | -7.2 | -0.3 | -5.3 | 2.7 | 0.8 | 6.6
O=c1c([N+](=O)[O-])cc(C(F)(F)F)cn1Cc1c(Cl)cccc1Cl | -1.5 | -0.4 | 0.3 | -8.4 | 0.0428 | -7.1[20 µM] | -0.9 | 17.4 | 19.6
Cc1ccc(S(=O)(=O)c2nc(-c3cccs3)oc2SCC(N)=O)cc1 | 3.5 | -0.5 | 0.7 | -10.5 | . | -16.9 | 1.8 | -62.4 | -4.5
O=C(COC(=O)CCOc1ccccc1)NCCC1=CCCCC1 | -21.5 | 0.7 | -0.3 | -9.6 | -1.36 | -23.3 | 20.6 | -35.0 | -15.8
Cc1ccccc1NC(=O)c1ccc(OCC(=O)Nc2ccccc2F)cc1 | 2.7 | 0.7 | 1.0 | -0.3 | 0.0797 | -18.6 | -1.8 | -30.2 | 20.8
CC1CC(O)C(C)CN1 (stereo not drawn) | -6.8 | -0.4 | 0.5 | -10.9 | -0.991 | -15.2 | -6.5 | -11.9 | 8.6
COC(=O)c1cc(NC(=O)C2CC(=O)NC(=NCc3ccc(OC)cc3)S2)cc(C(=O)OC)c1 (stereo not drawn) | -16.8 | 1.3 | 1.2 | -7.0 | -0.189 | -25.3 | -9.4 | -42.5 | -7.5
CC(=O)c1ccc(NC(=O)C(C)Sc2nnnn2C)cc1 (stereo not drawn) | -24.4 | 1.2 | 0.7 | 2.2 | -0.684 | -19.0 | 0.7 | -14.2 | 10.4
Cc1cccc(NC(=O)CCSc2nc(C)cc(C)n2)c1 | -9.3 | 1.3 | 0.5 | -0.8 | -0.95 | -21.7[20 µM] | 2.3 | -17.1 | 4.5
OCCC1CN(Cc2cnc(-c3ccccc3)s2)CCN1C1CCCC1 (stereo not drawn) | -3.6 | 1.2 | 1.4 | -4.2 | 0.385 | -7.8 | -12.2 | -15.9 | 30.6
COc1ccc2c(c1)CCC1C2=NN(/C(C)=C/C(C)=O)C1c1cccc(F)c1 (stereo not drawn) | -19.8 | 1.5 | 0.2 | -3.2 | . | -15.8 | -6.7 | -30.9 | -2.7
Cn1nnnc1SCc1cccc(CSc2nnnn2C)n1 | -8.6 | 0.3 | 0.2 | -0.8 | . | -27.3 | -5.4 | 11.0 | 8.8
Cn1cccc1C(=O)c1ccc(Cl)cc1Cl | -10.7 | 0.0 | -0.2 | -5.3 | 0.519 | -14.9 | 1.5 | 29.8 | 10.3
Cc1cccc(NC(=S)NC2CC3CCC(C2)N3Cc2ccco2)c1C (stereo not drawn) | 3.4 | 0.1 | 2.2 | 7.3 | -0.0172 | -6.9[20 µM] | 6.5 | 17.4 | 15.6
O=C(NC1CCCCC1)C(c1cccnc1)N(C(=O)CCl)c1ccc(F)cc1 (stereo not drawn) | -8.9 | -0.2 | -0.3 | 13.8 | 1.09 | -21.1 | -7.7 | 4.4 | 0.8
COc1ccccc1NC(=O)CSc1nc2ncccc2[nH]1 | 1.5 | -0.1 | -0.2 | -2.3 | -0.169 | -17.5 | -3.0 | -49.3 | 10.9
O=C(COc1ccccc1C(=O)c1cnn(-c2ccccc2)c1)Nc1ccc2ccccc2c1 | -25.8 | 0.7 | -0.7 | -0.9 | -0.194 | -5.2 | -6.9 | -6.2 | 32.2
O=S(=O)(Nc1ncccn1)c1ccc(NC(=S)NCc2ccco2)cc1 | -7.2 | 2.0 | 0.1 | -2.6 | -0.244 | -12.7 | -7.3 | -19.8 | 15.3
Cc1ccccc1OCC(=O)N/N=C/c1ccncc1 | 2.6 | 0.1 | 0.5 | 0.8 | -0.00105 | -19.7 | -4.9 | -9.3 | -4.4
CN(C(=S)NC(=O)Cc1ccccc1)c1ccccc1 | -18.4 | 0.1 | -0.2 | 0.1 | -0.0076 | -20.3 | -13.8 | -12.1 | 29.4
O=C1NC(=NCc2ccccc2)S/C1=C\c1ccccc1 | -4.0 | 1.3 | 0.5 | -9.3 | -1.2 | -13.7 | -9.2 | -5.2 | 4.9
